ROC1-CUL1 inh = human ROC1-CUL1 E3 ligase inhibition. P62877+Q13616. in vitro K48 di-Ub FRET, acceptor:donor ratio, 45 min. inhibition, % at 10 µM. actives 0.6% (n = 140,000); in the data active = inhibition above about 25%
Target sequence (P62877 whole entry, looked up): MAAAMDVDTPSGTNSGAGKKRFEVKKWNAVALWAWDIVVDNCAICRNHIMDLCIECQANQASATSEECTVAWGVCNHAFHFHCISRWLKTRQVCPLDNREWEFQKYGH
Target sequence (Q13616 whole entry, looked up): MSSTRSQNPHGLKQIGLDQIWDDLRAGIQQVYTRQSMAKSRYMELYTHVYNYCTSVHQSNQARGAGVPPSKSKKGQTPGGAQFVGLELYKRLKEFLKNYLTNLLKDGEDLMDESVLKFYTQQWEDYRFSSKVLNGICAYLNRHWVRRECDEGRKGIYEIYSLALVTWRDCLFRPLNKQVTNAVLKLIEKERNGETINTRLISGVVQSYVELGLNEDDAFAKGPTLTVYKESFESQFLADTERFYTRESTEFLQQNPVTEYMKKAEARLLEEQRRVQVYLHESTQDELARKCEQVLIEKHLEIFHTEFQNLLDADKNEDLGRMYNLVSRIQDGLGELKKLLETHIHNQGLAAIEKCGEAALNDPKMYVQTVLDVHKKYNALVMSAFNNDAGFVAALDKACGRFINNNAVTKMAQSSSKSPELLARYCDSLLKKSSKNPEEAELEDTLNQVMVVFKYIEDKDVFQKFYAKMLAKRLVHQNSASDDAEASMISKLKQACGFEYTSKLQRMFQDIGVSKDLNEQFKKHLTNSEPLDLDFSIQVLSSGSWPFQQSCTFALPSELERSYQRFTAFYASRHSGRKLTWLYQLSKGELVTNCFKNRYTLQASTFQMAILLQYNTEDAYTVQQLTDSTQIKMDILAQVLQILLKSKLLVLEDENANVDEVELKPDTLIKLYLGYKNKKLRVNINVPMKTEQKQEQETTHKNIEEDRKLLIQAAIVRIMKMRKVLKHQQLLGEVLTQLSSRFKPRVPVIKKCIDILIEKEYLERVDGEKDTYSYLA
* hit, by the source's call. The list is partial. The share of hits here may be higher or lower than overall.

SMILES	ROC1-CUL1 inh
COc1ccc(C2c3c(n[nH]c3C)OC(=N)C2C#N)cc1Cn1cc([N+](=O)[O-])cn1 (configuration not stated)	-5
CCc1noc(C)c1C(=O)Nc1ccc(Cl)c(C(F)(F)F)c1	6
O=C(c1ccccc1)c1coc2ccc(O)c(CN3CCOCC3)c12	-1
CC(C)c1nn2c(COc3ccc(F)cc3)nnc2s1	0
OCCC1CN(Cc2ccc(CO)o2)CCN1Cc1ccccc1 (configuration not stated)	-4
O=[N+]([O-])c1ccc(-c2cn[nH]c2)s1	3
CCc1ccc(-c2cc(C(=O)Nc3ccncc3)c3cc(Br)ccc3n2)cc1	4
CCCn1c(SCc2nc(-c3cc(OC)ccc3OC)no2)nnc1-c1ccc(Cl)cc1	-7
Cc1c(Cl)cccc1NC(=O)CCS(=O)(=O)c1ccc2c(c1)CC(=O)N2C	-2
CCN(CC)CC(O)c1cc2cc(Cl)ccc2s1 (configuration not stated)	5
Cc1cccc(CNS(=O)(=O)c2ccc3[nH]c(=O)ccc3c2)c1	-3
O=C1Nc2ccccc2/C1=C/c1ccc(-c2cccc(C(=O)O)c2)o1	16
O=C(c1ccc(CS(=O)c2ccccc2Cl)o1)N1CCN(c2cccc(Cl)c2)CC1 (configuration not stated)	0
CCC(=O)Nc1ccccc1-c1nc2ccccc2n(C(CC)C(=O)Nc2cccc(C(C)=O)c2)c1=O (configuration not stated)	1
CC1CCN(c2ccc(-c3cccc(NS(=O)(=O)c4ccc(Cl)s4)c3)nn2)CC1	0
COC(=O)C1CCCCN1C(=O)c1c(OC)cc(=O)n2c1CCN(C/C=C/c1ccco1)CC2 (configuration not stated)	3
O=C(NC1CCCC1)c1cnn2c(-c3ccccc3)cc(-c3ccccc3)nc12	-2
CCCC12CN3CC(C)(CN(C1)C3c1cn(CC)c3ccccc13)C2=O (configuration not stated)	1
CCc1ccc(N=C2NC(=O)/C(=C/c3cccn3-c3ccc(Cl)cc3)S2)cc1	-1
C/C(=N\NC(=O)c1ccco1)c1cc2ccccc2o1	-2
Cc1cc(Nc2ccc(O)cc2)nc2ccccc12	-3
Cc1c(Cl)cccc1NC(=O)c1sc2nc(-c3ccc(F)cc3)ccc2c1N	1
Cc1cc(C)cc(OCC(=O)NNC(=O)COc2ccc(Cl)cc2)c1	1
O=C(CCc1nnc2n(Cc3ccccc3Cl)c(=O)c3ccccc3n12)Nc1ccc(F)cc1	-3
COc1ccc(-c2cc3ccc(O)c(CN4CCCC(C)C4)c3oc2=O)cc1OC (configuration not stated)	2
Further entries:
SMILES	ROC1-CUL1 inh
CCCSCCCNC(=O)C1CCN(c2nn3cc(-c4ccc(F)cc4)nc3s2)CC1	4
COc1ccc(N=C2C(=Nc3ccc(OC)cc3)c3cccc4cccc2c34)cc1	4
COC(=O)c1cc(-c2ccc(/C=C3/C(=O)NN(c4ccc(C)cc4)C3=O)o2)ccc1Cl	13
CCOC(=O)NC1(C(F)(F)F)NC(=O)N(c2ccc(C)c(C)c2)C1=O (configuration not stated)	16
O=C1/C(=C\c2ccco2)SC(=S)N1c1cccnc1	6
Cc1ccc(S(=O)(=O)CC(=O)Nc2nc3ccccc3s2)cc1	1
CCOC(=O)N1CCN(C(=O)CN(c2cccc(C)c2C)S(C)(=O)=O)CC1	1
O=C(Nc1ccc(F)cc1)C1CCN(S(=O)(=O)c2ccc3c(c2)CCCN3C(=O)C2CCC2)CC1	0
Cc1cc(C)cc(NS(=O)(=O)c2ccc(-c3cc(C)no3)cc2)c1	-9
COC(=O)c1cc2cc3c4c(c2oc1=O)CCCN4CCC3	3
CO/C=C(/C)C(=O)Oc1ccc(C(=O)c2ccccc2)cc1	6
Cn1cccc1-c1cc2n(n1)CCC(=O)N2CCCC(=O)NCc1ccc(F)cc1	-8
O=C(/C=C/c1cccc2ccccc12)Nc1ccccc1C(=O)Nc1ccccc1	-4
COc1ccc(S(N)(=O)=O)cc1C	3
Cc1nnc2n(c1=O)C(CS(=O)(=O)c1ccccc1)CS2 (configuration not stated)	-14
CC1(C)C(=O)NCCN1CC1(O)CCCN(Cc2cccc(F)c2F)C1=O (configuration not stated)	1
Cc1ccc(S(=O)(=O)N(OCc2ccccc2)C(C)C(=O)O)cc1 (configuration not stated)	11
CCCCNS(=O)(=O)c1ccc2nc(-c3cccnc3)cc(C(=O)NCCC)c2c1	4
O=C(O)c1cc2oc3ccccc3c3ccccc3oc2cc1C(=O)Nc1ccc(Cl)cc1	5
Cc1ccc(NC(=O)c2cn3c4c(ccc(Cl)c4c2=O)OC(C)C3)cc1C (configuration not stated)	-4
COC(=O)C1C(=O)C(C(=O)OC)C23CCCCCCCCCCC12C(C(=O)OC)C(=O)C3C(=O)OC (configuration not stated)	-1
COc1ccc(N=C2C(=Nc3ccc(OC)cc3)N(c3ccc(OC)cc3)C(=S)N2C)cc1	6
COc1ccc(Cc2n[nH]c3c2CN(C(=O)c2ccsc2)CC3)cc1	3
COc1ccc2c(c1)c(C(=O)CN1CCOCC1)c(C)n2C	8
O=C(CSc1nc2c([nH]c3ccccc32)c(=O)n1-c1ccccc1)N1CCCC1	3
Further results.
SMILES	ROC1-CUL1 inh
COc1cc2c(cc1OC)C(c1cccc3ccccc13)CC(=O)N2 (configuration not stated)	6
Cc1ccc(C)c(NC(=O)CSC2=Nc3ccccc3N=C(c3ccc(F)cc3)C2)c1	-5
COc1cccc(CNC(=O)CCc2c(C)c3cc4c(C)coc4c(C)c3oc2=O)c1	-1
Cn1cc(Br)c(C(=O)NC(=S)N2CCN(c3ccccn3)CC2)n1	-1
COC(=O)C(F)(F)SC1C(=O)Oc2ccccc2C1=O (configuration not stated)	4
COc1ccccc1N1C(=O)CC(N2CCCc3ccccc32)C1=O (configuration not stated)	3
CC1CCN(CC(=O)Nc2ccc(Br)cc2F)CC1	5
CCCCC(=O)C1C(=O)CC(C)(C)CC1=NC (configuration not stated)	2
O=C(Nc1ccc(Cl)c(C(F)(F)F)c1)C(=S)NCc1ccco1	1
O=C(CCCCc1ccccc1)Nc1ccc(N2CCC(NCCOc3cccnc3)CC2)cc1	5
COc1ccc2nc(NS(=O)(=O)c3ccc(C)cc3)c(Nc3cc(Cl)ccc3OC)nc2c1	2
Cc1nc2sccn2c1CN1CCC(C(Cc2ccccc2)N(C)C(=O)C2CCOCC2)CC1 (configuration not stated)	3
Cc1ccc(NC(=O)c2oc3ccccc3c2NC(=O)c2ccc(F)c(F)c2)cc1	2
CN(Cc1ccccc1Cl)[C@@H]1c2ccccc2C2(CCNCC2)[C@H]1O	8
CN(CCn1ccc2ccccc21)[C@@H]1c2ccccc2C2(CCNCC2)[C@H]1O	1
CCCCOc1ccc(-c2[nH]nc3c2C2(C(=O)N(CC(=O)O)c4ccccc42)C(C#N)C(=N)O3)cc1 (configuration not stated)	-9
COc1ccc(Br)cc1C(=O)Nc1cccc2ccc(C)nc12	1
Cc1nc(=O)c(-c2ccccc2)c(C)n1-c1cccc(C(=O)O)c1	-3
CSCC[C@@H](CO)NC(=O)c1cc(COc2cncc(Cl)c2)on1	2
N#CC1C(=N)OC2=C(C(=O)CCC2)C1c1ccccc1Cl (configuration not stated)	-8
CCOC(=O)c1cccc(NC(=O)Cn2c(=O)c3cccn3c3ccccc32)c1	-1
CCOc1ccc(CNC(=O)CCC(=O)N2Cc3ccccc3Oc3ncccc32)cc1	-6
COc1cc(C(=O)N=c2sc3c(n2C)-c2ccccc2CC3)cc(OC)c1OC	5
Cc1ccc(C(=O)CNc2ccc(C)c(Cl)c2)cc1	-13
Cc1sc2nc(SCC(=O)NCCCN3CCOCC3)[nH]c(=O)c2c1C	15

Part of the list above in a different format:
CN(Cc1ccccc1Cl)[C@@H]1c2ccccc2C2(CCNCC2)[C@H]1O
  ROC1-CUL1 inh: 8

Cc1ccc(C(=O)CNc2ccc(C)c(Cl)c2)cc1
  ROC1-CUL1 inh: -13

COC(=O)C(F)(F)SC1C(=O)Oc2ccccc2C1=O (configuration not stated)
  ROC1-CUL1 inh: 4

CCOc1ccc(CNC(=O)CCC(=O)N2Cc3ccccc3Oc3ncccc32)cc1
  ROC1-CUL1 inh: -6

(cont.)
SMILES	ROC1-CUL1 inh
COc1ccc(Nc2ncc3c(n2)CCN(Cc2ccc(Br)s2)C3)c(OC)c1	-8
Cc1cn2c(=O)cc(COc3cccc(NC(=O)c4ccccc4Cl)c3)nc2s1	1
O=C1Nc2ccccc2C(=O)C1N1CCOCC1 (configuration not stated)	0
O=S(=O)(NCCN1CCOCC1)c1ccccc1C(F)(F)F	14
O=C(O)C1C2CCC(C2)C1C(=O)Nc1cc(F)ccc1F (configuration not stated)	6
Cc1ccc(C2(C(F)(F)F)NC(=O)N3c4ccccc4SC3N2)cc1 (configuration not stated)	-7
Nc1nnc(SCc2nnc(CSc3nnc(N)s3)n2N)s1	-3
CCN(CC)CC(O)COc1ccc(CN(C)CCc2cn[nH]c2)cc1OC (configuration not stated)	6
Cc1cccc(NS(=O)(=O)c2nnc(NC(=O)C3CCCCC3)s2)c1	-1
COc1ccc(C(=O)Oc2ccc(C)cc2-n2nc3ccccc3n2)cc1S(=O)(=O)N1CCOCC1	-5
Cn1c(CSCc2ccc(Cl)cc2)nnc1SCC(=O)Nc1ccc(Cl)cc1	4
COc1ccc(-n2c(=O)c3ccccc3n(CC(=O)NCCc3ccccc3)c2=O)c(OC)c1	-3
Cc1cc(C)n2c3c(c(C#N)c2n1)CCCC3	7
O=C(Nc1ccc(F)cc1F)c1ccc(-n2cnc3cccnc32)cc1	1
Cc1ccc(Nc2nc(-c3ccccc3)c3cc(Cl)ccc3n2)cc1	-1
COC(=O)C1=C(C)C(C(C)=O)(C(=O)OC)N=C(C)C1c1ccccc1Cl (configuration not stated)	10
Cc1c(C(=O)NCc2cccs2)cnn1-c1ncc2c(n1)-c1ccccc1CCC2	-4
CC(=O)c1nn(-c2cccc(Br)c2)cc1C(=O)c1ccc2ccccc2c1	6
O=S(=O)(Nc1cnc2ccccc2c1)c1ccc(F)cc1	-6
Cc1cc(C)n(C(C)CC(=O)Nc2ccc(Cl)cc2C)n1 (configuration not stated)	-3
Cc1cc(C)c(NC(=O)Nc2csc3c2CCCC3)c(C)c1	-1
Cc1cc(C(F)(F)F)n2ncnc2n1	0
COc1ccc(-c2cn3nc(N4CCCC(C(=O)NCc5ccccc5C)C4)sc3n2)cc1 (configuration not stated)	-2
CC(=O)c1cc(C(=O)NC2CCCN(c3ncccn3)C2)cs1 (configuration not stated)	3
CCN(c1ccccc1)S(=O)(=O)c1ccc(NC(=O)c2cc(=O)c3cc(C)cc(C)c3o2)cc1	-2
Next part:
SMILES	ROC1-CUL1 inh
Oc1c(Cl)c(Cl)c2c(c1Cl)CC(Nc1ccc3ncccc3c1)O2 (configuration not stated)	81*
COc1cc2c(cc1OC)CN(CC(O)COc1ccc(C)cc1)CC2 (configuration not stated)	4
O=C(N/N=C/c1ccc([N+](=O)[O-])o1)c1cc(Cl)ccc1Cl	-4
O=C(Nc1cccc2ccccc12)C1CC(=O)N(c2ccc(F)cc2)C1 (configuration not stated)	0
Cc1cc(-c2ccc(NC(=O)C(Cl)Cl)c(C)c2)ccc1NC(=O)C(Cl)Cl	-8
Cn1ccnc1CN1CCN(c2nc3nonc3nc2N2CCCCC2)CC1	-10
O=C(O)CCNS(=O)(=O)c1ccc(F)c(Cl)c1	11
CCOC(=O)C1(Cc2cccc(OC)c2)CCCN(C(=O)CSc2ccncc2)C1 (configuration not stated)	-8
CCCN1CCN(CCCNC(=O)c2cnn(-c3ccc(F)cc3)c2-n2cccc2)CC1	8
CCOC(=O)c1oc2ccccc2c1CN(C)CCc1ccccc1	-3
COc1ccc(NC(=O)Cn2ccn(-c3ccccc3)c(=O)c2=O)cc1	-4
Cn1c(SCC(=O)Nc2ccc(F)cc2)nc2c([nH]c3ccccc32)c1=O	2
COC(=O)[C@@H](NC1CCN(c2cccc(NC(=O)c3ccncc3)c2)CC1)c1ccccc1	0
O=C(c1cc2ccccc2oc1=O)N1CCN(c2ccc(F)cc2)CC1	10
C=CCN1C(=O)NC(=O)/C(=C/c2ccccc2OCc2ccc(Cl)cc2Cl)C1=O	-5
COc1ccc(CN2CCN(C3CCCC3)C(CCO)C2)c(O)c1 (configuration not stated)	-10
Cc1ccc(N(C)C(=O)C2CCCN(c3ncnc4c3nc3n4CCCCC3)C2)cc1C (configuration not stated)	-1
COc1ccc(N2C(=O)C(=Nc3cccc(C)c3C)C(Cl)C2=O)cc1 (configuration not stated)	-1
CCOCC(=O)Nc1ccc(-c2cn3c(C)csc3n2)cc1	-21
CCN1CCN(C(=O)C2CC(=O)N(c3ccc(OC)cc3OC)C2)CC1 (configuration not stated)	-5
CC(C)c1cc(=O)[nH]c(SCC(=O)O)n1	-1
CCSc1nnc(NC(=O)c2ccccc2OC)s1	-2
COc1ccccc1NC(=O)c1cc2cc3ccc(OC)c(Cl)c3nc2s1	-3
COC(=O)c1ccccc1NC(=O)c1cc(OC)c(OC)cc1OC	3

Molecules listed so far that have two or more sulfur atoms, in the order listed:
SMILES	ROC1-CUL1 inh
CC1CCN(c2ccc(-c3cccc(NS(=O)(=O)c4ccc(Cl)s4)c3)nn2)CC1	0
CCCSCCCNC(=O)C1CCN(c2nn3cc(-c4ccc(F)cc4)nc3s2)CC1	4
O=C1/C(=C\c2ccco2)SC(=S)N1c1cccnc1	6
Cc1ccc(S(=O)(=O)CC(=O)Nc2nc3ccccc3s2)cc1	1
Cc1nnc2n(c1=O)C(CS(=O)(=O)c1ccccc1)CS2 (configuration not stated)	-14
Cc1sc2nc(SCC(=O)NCCCN3CCOCC3)[nH]c(=O)c2c1C	15
Nc1nnc(SCc2nnc(CSc3nnc(N)s3)n2N)s1	-3
Cc1cccc(NS(=O)(=O)c2nnc(NC(=O)C3CCCCC3)s2)c1	-1
Cn1c(CSCc2ccc(Cl)cc2)nnc1SCC(=O)Nc1ccc(Cl)cc1	4
CCSc1nnc(NC(=O)c2ccccc2OC)s1	-2
